High-throughput results from PubChem BioAssay.
T cell HTS – modulators of CD8 T cell-vesicle binding, primary screen, mouse 2C CD8+ T cells, flow cytometry. 2C CD8+ T cell-vesicle binding; hits give low values. calls only at 7 µM. actives 0.068% (n = 330,000);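 active = response, share of CD8 T cells binding vesicles, and their 90th percentile fluorescence all below set limits, cut at about 80% in these data, passing the limit was not always enough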
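Material: 2C TCR transgenic mouse naive CD8+ T cells, MACS-purified. Also added: QL9-charged Drosophila Ld/ICAM-1/B7-1 vesicles. Timing: binding 1.5 h at 37 °C. Measured by: high-throughput flow cytometry with anti-B7-1 and anti-CD8 staining. Read-out: percent CD8+ FL2 mean versus row control. Controls: Unloaded micro-vesicles (low), QL9 vesicles with 0.7% DMSO (high).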
Dynein transport – inhibitors of GR-EGFP nuclear translocation, primary screen, dynein cargo transport inhibitor project, imaging, high-content, 3617.4 mouse cells; test concentration mostly 20 µM; stimulated with dexamethasone, 1 µM; hits give low values; z-score, hits read low; actives 0.47% (n = 220,000); AID 1381, 2008;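 active = plate z-score of nuclear minus cytoplasmic receptor signal below a set negative limit, without overly bright fluorescence or cell loss, cut at about -3.5 in these data, passing the limit was not always enough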;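 note: z-score of nuclear minus cytoplasmic ring GR-EGFP intensity difference per well; some compounds called inactive have numbers as strong as hits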
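Buffer or medium: tetracycline-free induction medium containing charcoal-stripped FBS / Reagent: dexamethasone agonist, 1.0 µM final, for 30 min / Technique: automated 10x imaging of fixed Hoechst-stained cells / Times: induction 48 h, compound 1 h, agonist 30 min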
bCat nuc transl – modulators of beta-catenin nuclear translocation, primary screen, imaging, HeLa cells, immunofluorescence, high-content | actives 0.3% (n = 190,000) | nuclear translocation activity, % at 5 µM;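 active = nuclear translocation activity above 50% at 5 µM, with a well cell count of 50 or more; inconclusive = wells under 50 cells across six images, flagged as toxic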;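 note: per-cell ratio of nuclear to cytoplasmic median beta-catenin stain intensity; plate controls were DMSO negative control for no effect and GSK-3 inhibitor IX positive control for full effect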
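Read-out: Nuclear/cytoplasmic beta-catenin signal ratio, % activation | Assay system: Human HeLa cell line | Times: 24 h compound exposure at 37°C, 5% CO2 | Signal: Fluorescence imaging of beta-catenin antibody stain plus DAPI | Dosing: 5 µM primary, 0.02–20 µM confirmation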
MT stabilizer – microtubule stabilizers in HeLa cells, primary screen, imaging, high-content imaging; actives 0.83% (n = 200,000); % tubulin-high responders, % at 10 µM; HeLa tubulin immunostaining HCS, 24 h; share of cells brighter than vehicle mean+2SD;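 active = plate Z-score above 3 for both tubulin-high and condensed-nucleus cell shares, with cell loss under 80%, at 10 µM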;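 note: anti alpha tubulin signal scored within the nucleus-defined area of each cell; some results filed as inactive read as strong as hits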
WT yeast gro inh – growth inhibition of WT strain, primary screen, mitochondrial fusion inhibitor project, WT and mutant strains, chemical genetic; inhibition, % at 10 µM; actives 2.1% (n = 190,000); mitochondrial fusion phenotypic screen; in the data active = inhibition above about 58%; tested in S. cerevisiae
Autophagy mod – autophagy modulators in MEF cells, primary screen, imaging, high-content, MEF GFP-LC3. MEF GFP-LC3 puncta imaging; test concentration mostly 10 µM. calls only at 10 µM (by protocol). actives 0.98% (n = 190,000). AID 463193, 2010;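 active = percentage of spot-positive cells more than 3 SD above its plate mean, without a fluorescence outlier flag or 80% toxicity; inconclusive = no clear call, values can overlap the other calls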;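 note: spot-positive cell cutoff set from DMSO-treated cells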
P. falciparum M1AAP – P. falciparum M1AAP inhibitors, biochemical, fluorogenic H-Leu-NHMec substrate, 1536-well (AID 1445); Aminopeptidase N (Plasmodium falciparum (isolate 3D7)); recombinant M1AAP, H-Leu-NHMec fluorogenic kinetic assay; higher % means a stronger effect; inhibition, % at 30 µM, or IC50 in µM where a hit was titrated; actives 0.42% (n = 220,000);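 active = primary inhibition above the hit cutoff, then over 50% inhibition at one or more dose response concentrations, cut at about 23% in these data, passing the limit was not always enough; inconclusive = conflicting primary data, or primary hits not chosen for dose response; inactive = low primary inhibition, or under 50% at every dose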;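 note: plate controls were DMSO full reaction for no effect and no enzyme background for full effect; strong numbers were not always called active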
M17LAP inhibition – P. falciparum M17LAP inhibitors, primary screen, biochemical, fluorogenic H-Leu-NHMec substrate, 1536-well (AID 1619); inhibition, % at 30 µM; hits with a dose series show IC50 in µM; Leucine aminopeptidase (Plasmodium falciparum (isolate 3D7)); actives 0.38% (n = 220,000); recombinant M17LAP, H-Leu-NHMec fluorogenic kinetic assay; higher % means a stronger effect;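 active = compound inhibiting the enzyme by more than half at any dose during confirmatory dose-response retesting; inconclusive = strong single-dose inhibitors picked by rank but not retested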;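 note: plate controls were full reaction with DMSO carrier for no effect and no enzyme background for full effect; strong numbers were not always called active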
Yfh1-off respiration – enhancers of respiration in Yfh1-depleted yeast, dose response, Friedreich's ataxia, plus single-dose screen (AID 1465); S. cerevisiae Yfh1-off respiration, WST-1 reduction, 72 h; higher fold induction means a stronger effect; actives 0.074% (n = 220,000); one-dose fold induction at 50 µM; EC50 in µM for titrated hits;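 active = fold induction of absorbance versus untreated yeast above a set limit, then at least 30% activation at any dose in follow-up; inconclusive = repeats straddling the limit, or above it without dose testing; inactive = fold induction below the set limit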;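 note: activators that raise dye reduction in frataxin-depleted yeast; strong numbers were not always called active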
WT yeast gro inh mutant strain – further read-out of WT yeast gro inh, marked with its call; inhibition, %; mitochondrial fusion phenotypic screen, mutant strain inhibition
Dynein transport cytoplasmic EGFP – second read-out of Dynein transport, no call of its own (marks repeat the call); z-score; measured here: cytoplasmic GR-EGFP intensity; hits give high values
Dynein transport nuclear GR-EGFP – further read-out of Dynein transport, marked with its call; z-score; measured here: nuclear GR-EGFP intensity;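 lower value marks the stronger effect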
Dynein transport cell count – second read-out of Dynein transport, no call of its own (marks repeat the call); z-score; measured here: cell count per field
bCat nuc transl cell count 5 µM – recorded beside bCat nuc transl, whose call it bears; cell count; measured here: cell count, cytotoxicity flag
T cell HTS vesicle-bound % – also measured in T cell HTS; calls as there; double positive events, %; measured here: CD8+ vesicle-bound cell fraction;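 binding gate set so that unloaded-vesicle control wells show 10% double positive cells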
MT stabilizer Hoechst-high % – second read-out of MT stabilizer, no call of its own (marks repeat the call); % Hoechst-high responders; measured here: nuclear condensation Hoechst responders;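 share of cells brighter than vehicle mean plus two SD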
MT stabilizer cytotoxicity % – also measured in MT stabilizer; calls as there; toxicity, %; measured here: cytotoxicity by cell density;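 0% = mean cell density of plate MIN control wells and 100% = no cells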
Autophagy mod cell loss 18 h – recorded beside Autophagy mod, whose call it bears; toxicity, %; measured here: cell loss, nuclei count;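 cell loss after 18 h compound exposure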
* marks the source's active call; other numbers are inactive results; i = inactive; ? = inconclusive; / = no result given.

compound,WT yeast gro inh mutant strain,MT stabilizer cytotoxicity %,bCat nuc transl cell count 5 µM,M17LAP inhibition,Dynein transport,Dynein transport cell count,MT stabilizer,T cell HTS,MT stabilizer Hoechst-high %,bCat nuc transl,Yfh1-off respiration,T cell HTS vesicle-bound %,Autophagy mod,P. falciparum M1AAP,WT yeast gro inh,Dynein transport cytoplasmic EGFP,Autophagy mod cell loss 18 h,Dynein transport nuclear GR-EGFP
COc1ccc(Cl)cc1S(=O)(=O)Oc1ccc(NC(C)=O)cc1,-7,2.6,529,8%,-0.9,0.39,4.1,i,2.3,-2.0,i,62,i,4%,-17,-0.26,1,-0.96
Cc1ccc(/C=C2\SC(N3CCCC3)=NC2=O)cc1,0,1.5,1582,0%,1.9,-0.75,3.2,i,1.6,0.1,i,43,i,-9%,-2,-0.18,-21,1.6
O=C(N/C(=C\c1ccc([N+](=O)[O-])cc1)C(=O)N1CCOCC1)c1ccccc1,5,3.4,1119,45%,0.089,0.19,2.7,i,1.8,0.0,i,27,i,9%,-19,-0.33,26,0.26
Cc1cc(CC(C)C)n(-c2nc3ccccc3c(=O)n2OCC(=O)N(C)C)n1,11,6.8,1143,14%,-0.12,-0.39,1.8,i,2.2,2.0,i,60,i,2%,-4,-0.081,-13,-0.016
O=C(CN1CCN(c2ccc(O)cc2)CC1)Nc1cc(S(=O)(=O)N2CCCC2)ccc1Cl,2,3.8,1158,16%,-0.38,0.78,6.7,i,1.9,-2.1,i,29,i,6%,-17,-0.31,8,-0.035
N#CCCN1CCN(S(=O)(=O)c2ccc(S(=O)(=O)NC3CCCCC3)cc2)CC1,0,2.5,1098,-3%,-0.75,0.54,3.1,i,3.1,0.9,i,34,/,-5%,8,-0.28,/,-0.38
Cc1cccc(N(CC(=O)NC2CCCCC2)C(=O)Cn2nnc(-c3ccc(C)o3)n2)c1,8,8.8,1153,3%,1.5,-1.1,2.5,i,1.8,-2.9,i,17,i,9%,-7,-0.31,-6,1.1
O=C(N/N=C/c1ccc(O)cc1)c1cc(-c2ccc3c(c2)OCO3)n[nH]1,2,3.2,1000,7%,-1.3,0.6,2.9,i,2.0,4.7,i,23,i,3%,-3,-0.006,8,-0.64
COC(=O)c1ccc(NC(=O)CSc2nnc(COc3c(C)cccc3C)o2)cc1,-9,9.4,1178,-5%,0.69,-0.074,2.2,i,1.8,-1.9,i,50,i,11%,-4,-0.088,-3,0.23
Cc1cc(C)cc(N(C(C)C(=O)Nc2c(C)n(C)n(-c3ccccc3)c2=O)S(C)(=O)=O)c1 (stereo unspecified),-6,8.5,1044,12%,-0.64,1.1,1.8,i,2.6,-0.8,i,30,i,19%,-6,-0.24,-4,-0.45
CC(Sc1nc(NC(C)(C)C)nc(N(C)C)n1)C(=O)Nc1ccccc1 (stereo unspecified),10,8.0,1066,-6%,-0.58,0.21,2.0,i,1.9,-0.5,/,63,i,5%,-16,-0.14,3,-0.24
Cc1nc(SCC(=O)NCc2ccco2)c2c(=O)n(C)c(=O)n(CC(C)C)c2n1,3,14,1126,2%,-0.57,-0.16,4.0,i,2.6,-2.9,i,60,i,9%,-10,-0.14,-3,0.29
COC(=O)C(NC(=O)c1ccc(F)cc1)(Nc1ncc(S(=O)(=O)c2ccc([N+](=O)[O-])cc2)s1)C(F)(F)F (stereo unspecified),16,1.8,/,6%,-0.89,0.64,4.3,i,2.7,/,i,31,i,6%,9,-0.21,-28,-0.54
CN1/C(=C/C(=O)c2nc(S(C)(=O)=O)ncc2Cl)C(C)(C)c2ccccc21,-18,11,773,-2%,6.7,-3.3,2.1,i,4.0,0.9,?,14,i,4%,0,3.8,7,4.2
Cc1cc(Cl)ccc1OCC(=O)n1cc(C(=O)c2cc(Cl)ccc2O)cn1,-14,3.3,1569,32%,-1,-0.64,2.4,i,2.0,-0.2,i,54,i,1%,-9,-0.15,-1,-0.69

Profiles as entered above. Values in the order: WT yeast gro inh mutant strain	MT stabilizer cytotoxicity %	bCat nuc transl cell count 5 µM	M17LAP inhibition	Dynein transport	Dynein transport cell count	MT stabilizer	T cell HTS	MT stabilizer Hoechst-high %	bCat nuc transl	Yfh1-off respiration	T cell HTS vesicle-bound %	Autophagy mod	P. falciparum M1AAP	WT yeast gro inh	Dynein transport cytoplasmic EGFP	Autophagy mod cell loss 18 h	Dynein transport nuclear GR-EGFP
Profile of COC(=O)C(NC(=O)c1ccc(F)cc1)(Nc1ncc(S(=O)(=O)c2ccc([N+](=O)[O-])cc2)s1)C(F)(F)F (stereo unspecified) → 16	1.8	/	6%	-0.89	0.64	4.3	i	2.7	/	i	31	i	6%	9	-0.21	-28	-0.54
Profile of Cc1cccc(N(CC(=O)NC2CCCCC2)C(=O)Cn2nnc(-c3ccc(C)o3)n2)c1 → 8	8.8	1153	3%	1.5	-1.1	2.5	i	1.8	-2.9	i	17	i	9%	-7	-0.31	-6	1.1

Continued:
compound,WT yeast gro inh mutant strain,MT stabilizer cytotoxicity %,bCat nuc transl cell count 5 µM,M17LAP inhibition,Dynein transport,Dynein transport cell count,MT stabilizer,T cell HTS,MT stabilizer Hoechst-high %,bCat nuc transl,Yfh1-off respiration,T cell HTS vesicle-bound %,Autophagy mod,P. falciparum M1AAP,WT yeast gro inh,Dynein transport cytoplasmic EGFP,Autophagy mod cell loss 18 h,Dynein transport nuclear GR-EGFP
CC(C)(C)OC(=O)[C@H](Cc1ccccc1)NC(=O)c1[nH]cnc1C(=O)Nc1ccc(Cl)cc1,/,/,1357,-13%,-0.09,0.21,/,i,/,-0.7,i,25,/,-5%,/,-0.86,/,-0.052
O=S(=O)(Nc1ccc2c(c1)OCCO2)c1cnc[nH]1,9,7.6,/,-6%,1.3,-0.37,1.5,i,3.1,/,i,42,i,-4%,15,-0.056,2,0.7
Cc1cc(C)cc(NC(=S)N2CCC(c3nc4ccccc4s3)CC2)c1,-1,7.6,1335,-15%,-0.41,-0.058,1.8,i,1.6,-0.6,i,42,i,0%,11,-0.18,4,-0.24
CCCCC(=O)Nc1ccc(NC(=O)C(C)C)cn1,14,2.7,753,3%,0.39,-0.3,4.3,i,2.6,1.5,i,32,i,1%,-12,-0.32,2,0.25
Cc1c(NC(=O)c2ncn[nH]2)cccc1-c1nc2ccccc2s1,3,2.7,1105,-18%,-1.1,3,3.5,i,4.5,0.7,i,51,i,2%,0,-0.28,3,-0.38
CC#CCNCc1ccccc1,-1,10,1442,-1%,0.1,0.18,2.6,i,2.3,-2.0,i,36,i,5%,-3,-0.2,-25,0.23
COC(=O)c1ccc(C(=O)OC)c(NC(=O)CN(c2ccc3c(c2)OCO3)S(C)(=O)=O)c1,/,4.2,1215,-9%,1.7,-1.9,0.9,i,1.0,-2.0,i,54,i,10%,/,-0.035,10,1
O=C(Cc1ccc(-n2cccc2)cc1)NCc1ccccc1Cl,-3,39*,68*,-5%,-0.0011,0.026,25*,i,38*,63*,i,47,i,12%,-3,-0.086,9,0.092
NC(=O)CSc1nnc(-c2ccc(S(=O)(=O)N3CCCC3)cc2)n1CC1CCCO1 (stereo unspecified),-5,6.3,976,-4%,0.17,0.4,5.1,i,2.8,-0.9,i,33,i,4%,-12,-0.31,-23,0.12
OCCNc1nc2ccccc2n1-c1ncnc2sc3c(c12)CCC3,-15,19,1194,3%,2.6,-2,0.7,/,1.9,-2.1,/,/,i,4%,-2,0.056,-1,0.94
Cc1c(C=O)c2ccccn2c1C(=O)c1ccccc1,17,6.9,1109,11%,-0.49,-0.074,2.1,i,1.3,-2.1,i,54,i,5%,-21,-0.34,10,-0.0068
O=c1[nH]nc(-c2ccc(F)cc2)cc1Cc1ccc(F)cc1,/,/,1278,-1%,-1.1,1.5,/,i,/,0.0,i,22,/,1%,/,-0.27,/,-0.52

The order is random; 4.4% or so of the library scored in one or more.
